D1 ag: activates the human D1 dopamine receptor | P21728 | HEK293 T-REx D1 cells, calcium flux, agonist mode | activation, % at 2 µM | 1% of 360,000 active | AID 504660; also: 0% is about no effect
Target sequence (P21728 whole entry, looked up): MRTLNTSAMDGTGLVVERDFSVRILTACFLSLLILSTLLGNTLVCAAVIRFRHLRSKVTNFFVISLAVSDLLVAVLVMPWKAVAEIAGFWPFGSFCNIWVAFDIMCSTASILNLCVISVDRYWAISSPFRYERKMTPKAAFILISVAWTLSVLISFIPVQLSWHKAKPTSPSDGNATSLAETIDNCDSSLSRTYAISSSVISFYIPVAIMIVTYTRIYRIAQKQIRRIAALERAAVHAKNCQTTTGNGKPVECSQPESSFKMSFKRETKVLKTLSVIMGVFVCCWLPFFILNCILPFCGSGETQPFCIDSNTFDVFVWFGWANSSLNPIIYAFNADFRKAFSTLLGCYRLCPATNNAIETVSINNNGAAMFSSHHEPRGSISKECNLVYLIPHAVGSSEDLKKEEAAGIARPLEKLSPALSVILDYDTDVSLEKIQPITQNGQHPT
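Tetracycline-induced HEK293 TREx D1 cells, force-coupled to calcium signalling, were dye-loaded with a no-wash calcium kit. Compound was pin-added after a 10 s baseline. Fluorescence was read kinetically at 1 cycle/s for 180 s, with calcium rises flagged as agonism.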
D2 potentiator: positive allosteric modulators of human D2 dopamine receptor; HEK293 T-REx D2, calcium flux, EC20 dopamine potentiation; P14416; 0.34% of 340,000 active; potentiation, % at 10 µM;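 active = potentiation over 3 SD above the plate norm, cut at about 30% in these data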; also: 0% is about no effect
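Calcium flux readout, no-wash dye, 1 read/s. Inducible HEK293 Trex D2 line, overnight 30 C. Compound alone 180 s (agonist flags), then EC20 dopamine, another 180 s to score potentiation.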
RXFP1 antag: blocks the human relaxin receptor RXFP1; HEK293-RXFP1, relaxin-stimulated cAMP HTRF, 30 min; hits give low values; 0.59% of 350,000 active; activity change, negative = inhibition, % at 57.5 µM; Q9HBX9; AID 1259400;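 active = activity change of -60% or lower, but not beyond a set lower limit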; also: % is scaled to controls: 0 for no effect and ±100 for the full control effect
D1 antag: antagonists of human D1 dopamine receptor; 3.2% of 360,000 active; HEK293 TREx D1 cells, calcium flux, dopamine EC80; hits give low values; AID 504652; activity change, negative = inhibition, % at 10 µM; in the data active = activity change below about -30%; also: % is scaled to controls: 0 for no effect and ±100 for the full control effect
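After overnight tetracycline induction at 30 C, force-coupled D1 HEK293 cells took up a no-wash calcium dye at room temperature. Compounds were added and monitored 180 s, and the response to EC80 dopamine was then recorded.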
D2 antagonist: D2 dopamine receptor (human) antagonism | P14416 | HEK293 TREx D2 cells, calcium flux, dopamine EC80 | inhibition, % at 10 µM | 2% of 340,000 active | AID 485344; in the data active = inhibition above about 30%; also: 0% is about no effect
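Inhibition of EC80 dopamine-driven calcium flux, recorded kinetically, defines activity here; cells are a tetracycline-induced HEK293 T-REx line expressing force-coupled D2.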
D2 ag: D2 dopamine receptor (human) agonism; HEK293 T-REx D2 cells, calcium flux agonist mode; 0.53% of 340,000 active; P14416; activation, % at 2 µM;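 active = activation over 3 SD above normal in the single-dose calcium agonist read, cut at about 30% in these data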; also: 0% is about no effect
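Agonism is scored from calcium flux in a force-coupled, inducible HEK293 cell line expressing D2, read kinetically for 180 s after compound addition against dopamine controls.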
D1 PAM: human D1 dopamine receptor positive modulation | HEK293 TREx D1 cells, calcium flux, dopamine EC20 potentiation | AID 504651 | potentiation, % at 10 µM | P21728 | 0.036% of 360,000 active; in the data active = potentiation above about 30%; also: 0% is about no effect
TRHR PAM: allosteric enhancers of human TRH receptor; 0.66% of 360,000 active; TRHR cells, fluo-8 calcium fluorescence, EC20 TRH enhancement; enhancement, % at 2 µM; in the data active = enhancement above about 30%; also: 0% is about no effect
Target sequence (P34981 whole entry, looked up): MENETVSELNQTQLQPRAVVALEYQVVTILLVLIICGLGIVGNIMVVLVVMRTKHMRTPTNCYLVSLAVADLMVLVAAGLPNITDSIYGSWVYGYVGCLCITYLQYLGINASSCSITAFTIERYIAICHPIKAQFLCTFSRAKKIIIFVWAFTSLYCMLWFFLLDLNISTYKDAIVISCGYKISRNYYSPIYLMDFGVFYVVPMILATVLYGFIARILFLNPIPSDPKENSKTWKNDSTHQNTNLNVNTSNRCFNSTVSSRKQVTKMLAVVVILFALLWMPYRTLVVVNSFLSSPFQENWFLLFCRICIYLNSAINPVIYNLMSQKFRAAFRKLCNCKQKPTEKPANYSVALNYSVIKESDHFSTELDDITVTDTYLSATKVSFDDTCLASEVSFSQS
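Enhancer read-out: after compound pinning and an initial kinetic agonist-mode read, an EC20 of TRH (10 nM final) was injected and fluo-8 calcium signal (Ex 480/Em 530) followed at 1 s/cycle for 100 cycles in TRHR-expressing cells.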
TRHR agonist: agonists of human TRH receptor. TRHR cells, calcium flux fluo-8, FDSS agonist mode. activation, % at 2 µM. 0.18% of 360,000 active; also: 0% is about no effect
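TRHR-expressing cells loaded with fluo-8 calcium dye; 23 nL library compound pin-transferred, kinetic FDSS fluorescence (Ex 480/Em 530) recorded about 180 s for agonist-induced calcium release, before a 10 nM TRH EC20 addition for potentiator mode.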
* marks the source's active call; other numbers are inactive results; . = no result given. Rule as the data show it, unless noted: active = activation above about 30%; inactive = the rest. No enrichment for hits, and some 7.3% of all compounds hit somewhere here.

SMILES | D1 ag | D2 potentiator | RXFP1 antag | D1 antag | D2 antagonist | D2 ag | D1 PAM | TRHR PAM | TRHR agonist
CCc1nn(CC(=O)NCCC(C)C)c(=O)c2cc3occc3n12 | -2 | 13 | . | 5 | . | . | 0 | 1 | -1.6
CC1CCCCN1S(=O)(=O)c1ccc(S(=O)(=O)N2CCN(C)CC2)cc1 (configuration not stated) | 3 | -4 | 1 | 0 | -2 | -3.2 | . | 5 | 0.4
CCC(C)N(CC(=O)Nc1cccc(C)c1C)C(=O)CCl (configuration not stated) | 4 | -4 | -9 | -6 | 10 | 1.5 | 6 | -9 | 0.1
Cc1ccc(NC(=O)Cn2c(SCc3ccc(F)cc3)nc3cccnc32)cc1F | 11 | 3 | 11 | -3 | . | 1.2 | -2 | -4 | 0.6
COc1ccc(CC(=O)NC(C)(C)CC(C)=O)cc1OC | 3 | 5 | 1 | 6 | -11 | 0.1 | -2 | 4 | 1.4
COc1cc([N+](=O)[O-])cc(/C=N\NC(=O)C2COc3ccccc3O2)c1O (configuration not stated) | 2 | . | -4 | 0 | . | . | 0 | 7 | -0.2
COc1ccc(OC)c(NC(=O)CC(NC(C)=O)c2ccccc2)c1 (configuration not stated) | 2 | -16 | -4 | 7 | -5 | 0.1 | -4 | -3 | -0.3
Cc1nc(N2CCN(Cc3ccccc3)CC2)[nH]c(=O)c1C | 3 | 2 | 8 | 2 | 10 | 2.2 | -1 | -12 | -0.3
COc1ccccc1-n1cc(CN2CCCC(CO)(Cc3cccc(Cl)c3)C2)cn1 (configuration not stated) | 14 | -26 | 5 | -16 | 10 | -0.7 | -9 | -6 | -0.1
COc1cccc(C(=O)NCCS(=O)(=O)NCc2ccccn2)c1 | 0 | 12 | -10 | 9 | 26 | -0.2 | -4 | -2 | -0.2
O=S(=O)(NCC(c1cccnc1)N1CCN(c2ccccc2F)CC1)c1cccs1 (configuration not stated) | -1 | 5 | -8 | 2 | -17 | 1.9 | 7 | -7 | 0.1
COc1ccc(N2CCN(C(c3cccs3)C(C)NS(C)(=O)=O)CC2)cc1 (configuration not stated) | 0 | 1 | -2 | 5 | 7 | 0.3 | 0 | 5 | 0.4
N=C1C(c2ccccc2)=C(O)CN1c1ccccc1 | 1 | -6 | -21 | 0 | -2 | -0.3 | -3 | 1 | 0.4
COc1ccc(CNC(=O)CN(C(=O)c2csnn2)c2ccc3c(c2)OCCO3)cc1 | 0 | -12 | -14 | -5 | 0 | -0.1 | -1 | 3 | 0.6
CCOC(=O)c1nn(-c2ccccc2)c2nnc(Cc3ccc(C)cc3)c(=O)n12 | -1 | -2 | . | -5 | -3 | -0.6 | -6 | -20 | -0.5
CC(C)(/C=N/O)/[N+]([O-])=C/C=[N+](\[O-])C(C)(C)/C=N/O | 3 | -7 | -12 | 1 | -4 | 0.2 | 10 | -1 | 0.0
CCC(=O)N1CCc2cc(S(=O)(=O)CCC(=O)O)ccc21 | 2 | 11 | 3 | 0 | 3 | -0.7 | -1 | -1 | -0.8
Cc1cccc(C(=O)Nc2c(C(=O)N(C)C)cnn2-c2ccccc2)c1 | -2 | 11 | -6 | -26 | 14 | 1.7 | 3 | 0 | 0.1
CC(C(=O)N1CCCCC1)N1C(=O)c2ccccc2C1=O (configuration not stated) | 1 | 7 | -8 | -5 | -3 | 1.3 | -2 | -4 | -0.8
CCOC(=O)C1CCN(C(c2cccs2)c2sc3nc(C)nn3c2O)CC1 (configuration not stated) | 0 | -4 | 2 | 3 | 1 | -0.1 | -10 | -4 | -0.5

Rewritten as comma-separated lines: 7 of the compounds above.
SMILES,D1 ag,D2 potentiator,RXFP1 antag,D1 antag,D2 antagonist,D2 ag,D1 PAM,TRHR PAM,TRHR agonist
COc1ccc(N2CCN(C(c3cccs3)C(C)NS(C)(=O)=O)CC2)cc1 (configuration not stated),0,1,-2,5,7,0.3,0,5,0.4
N=C1C(c2ccccc2)=C(O)CN1c1ccccc1,1,-6,-21,0,-2,-0.3,-3,1,0.4
COc1ccc(CNC(=O)CN(C(=O)c2csnn2)c2ccc3c(c2)OCCO3)cc1,0,-12,-14,-5,0,-0.1,-1,3,0.6
CCOC(=O)c1nn(-c2ccccc2)c2nnc(Cc3ccc(C)cc3)c(=O)n12,-1,-2,.,-5,-3,-0.6,-6,-20,-0.5
CC(C)(/C=N/O)/[N+]([O-])=C/C=[N+](\[O-])C(C)(C)/C=N/O,3,-7,-12,1,-4,0.2,10,-1,0.0
CCC(=O)N1CCc2cc(S(=O)(=O)CCC(=O)O)ccc21,2,11,3,0,3,-0.7,-1,-1,-0.8
Cc1cccc(C(=O)Nc2c(C(=O)N(C)C)cnn2-c2ccccc2)c1,-2,11,-6,-26,14,1.7,3,0,0.1

Next section.
SMILES | D1 ag | D2 potentiator | RXFP1 antag | D1 antag | D2 antagonist | D2 ag | D1 PAM | TRHR PAM | TRHR agonist
O=C(Cn1cnc2c(nnn2Cc2ccccc2F)c1=O)N1CCN(c2ccccc2)CC1 | -3 | 26 | 8 | 8 | -10 | 0.3 | 4 | 2 | -0.6
O=C(c1ccc(CNS(=O)(=O)c2ccccc2)cc1)N1CCN(Cc2ccccc2)CC1 | 6 | 3 | -16 | -4 | -11 | -0.3 | -7 | 12 | -0.7
O=C(Nc1nc(-c2ccccn2)cs1)c1ccc(F)c(S(=O)(=O)N2CCOCC2)c1 | 1 | 12 | -9 | -8 | -6 | 0.9 | -2 | -15 | 0.2
COc1ccc(C(=O)N(CC2CCCO2)C(C(=O)NC2CCCC2)c2ccc(Cl)cc2)cc1OC (configuration not stated) | -1 | -3 | 0 | -6 | -8 | 0.3 | -7 | -7 | 0.4
O=C(CCNS(=O)(=O)c1ccc(Br)cc1)NCCc1ccccc1 | 2 | -4 | 5 | -9 | 6 | -0.2 | 3 | 0 | 0.3
Cc1ccc(NC(=O)CNC2CCCCC2)cc1Cl | 2 | 10 | 2 | -11 | 30* | 0.2 | -2 | 4 | -0.7
CCNC(=O)NC(=O)c1csc([N+](=O)[O-])c1 | 1 | 0 | -14 | 0 | -3 | 0.3 | -4 | 3 | 0.7
O=c1[nH]cn[nH]1 | -3 | -5 | . | -7 | 6 | 0.2 | 8 | -4 | -0.1
Cc1c(C)c2cc(Cl)c(OC(C)C(=O)NCCN3CCOCC3)cc2oc1=O (configuration not stated) | 0 | -4 | -20 | -8 | -4 | 2.0 | -1 | 22 | 0.1
COc1cccc(C(=O)NCC(=O)N2CCC3(CC2)NCCc2[nH]cnc23)c1 | 0 | -14 | 29 | 2 | -32 | 0.4 | -4 | 16 | 1.1
CCOc1ccc(S(=O)(=O)N2CCN(c3cc(Cl)ccc3Cl)CC2)c2ccccc12 | -1 | -4 | . | -4 | . | 0.0 | -3 | 1 | 0.5
Cc1cc(C)[n+]2[nH]c(N)c(N=Nc3ccccc3)c2n1 | 0 | 2 | -26 | 14 | 0 | . | -5 | -5 | -0.1
CN(C)/C=C(/C(=O)c1ccc(Cl)cc1)n1cncn1 | 3 | 13 | -5 | -33* | 1 | 3.0 | -3 | -1 | 0.2
O=C(COC(=O)c1cccnc1Cl)NCc1ccco1 | 1 | 1 | 1 | 0 | 1 | -0.9 | -3 | -3 | -0.8
O=C(COC(=O)c1sc2cc(Cl)ccc2c1Cl)Nc1ncc(Cl)cc1Cl | 2 | 4 | . | 14 | -12 | 0.4 | -2 | 0 | 1.3
CC(Oc1ccc(S(=O)(=O)N2CCCC2)cc1[N+](=O)[O-])C(=O)NC1(C#N)CCCCC1 (configuration not stated) | 1 | -5 | -8 | 30 | -6 | -0.1 | 0 | 13 | 1.2
COc1cc(/C=N/NC(N)=S)ccc1OCC(=O)N1CCOCC1 | 3 | 10 | 1 | -22 | 3 | 0.2 | -9 | -5 | -0.1
CCOC(=O)C1(Cc2ccccc2)CCN(Cc2cc(=O)c3ccccc3[nH]2)CC1 | 1 | 17 | -1 | -7 | 1 | 0.2 | -4 | -7 | -0.2
CC1(C)CC(=O)C2=C(C1)OC(c1ccc(O)cc1)C(C#N)=C2N (configuration not stated) | 2 | -2 | -2 | 1 | 4 | 0.2 | 7 | 6 | -1.0
CN(C)S(=O)(=O)c1cccc(N2C(=O)CC3(CCCCC3)CC2=O)c1 | 4 | 11 | 4 | -2 | -8 | 1.1 | -3 | 20 | 0.6
O=C(CN1CCN(S(=O)(=O)c2ccccc2)CC1)N1CCc2ccccc21 | 0 | -6 | 6 | -5 | -4 | 0.4 | -8 | 1 | 1.1
CCN(CC)c1ccc(/C=N/NC(=O)Cc2cccs2)c(O)c1 | 3 | -10 | -4 | -1 | -2 | -1.0 | -4 | 3 | 0.0
Cc1ccc(-n2ncc3c(=O)n(CC(=O)NC4CCCC4)cnc32)cc1C | 1 | 1 | -4 | 1 | -19 | 1.2 | 0 | -4 | -0.1
NC(=O)CC(NC(=O)Cc1ccc(Br)cc1)c1ccc(N2CCN(c3ccc(F)cc3)CC2)c([N+](=O)[O-])c1 (configuration not stated) | 6 | 2 | . | 0 | -12 | -1.0 | -5 | 9 | -0.4
CCSCc1nnc(SCC(=O)Nc2nc(C)cs2)n1C | 1 | -5 | . | 12 | 5 | -3.1 | -5 | 3 | 0.0
CC(=O)Nc1ccc2[nH]c(C)cc(=O)c2c1 | 0 | -2 | 3 | -10 | 9 | 0.1 | 7 | 4 | 0.2
O=[N+]([O-])c1ccc(NNC(=S)Nc2ccc(F)cc2)cc1 | 4 | 8 | -15 | -13 | 9 | 1.5 | 0 | -3 | -0.1
CCc1ccc(OCC2c3cc(OC)c(OC)cc3CCN2C(C)=O)cc1 (configuration not stated) | 13 | 5 | 2 | -2 | 5 | -1.0 | -6 | 8 | -1.2
O=C(CSc1c[nH]c2ccccc12)NCC1CCCO1 (configuration not stated) | 19 | 2 | -4 | 46 | -21 | -1.4 | 3 | 3 | -0.5
COc1cccc(NC(=O)Cn2c(=O)n(CCCCC(=O)NCCc3ccccc3)c(=O)c3ccccc32)c1 | 0 | 13 | . | -44* | . | -0.3 | 2 | -26 | -0.6
COc1ccc(NC(=O)c2cnc(SC)nc2)cc1 | 4 | 1 | 3 | 22 | -2 | -0.2 | -4 | -2 | 0.3
COc1ccc(CNC(=O)CN2C(=O)COc3ccc(S(=O)(=O)Nc4ccccc4)cc32)cc1 | -3 | -3 | . | -8 | . | 1.0 | -2 | 27 | 0.6
Cc1nn2c(NCCCN(C)C)c3c(nc2c1-c1ccccc1)CCCC3 | 20 | -12 | -25 | -38* | -11 | 2.8 | -4 | 3 | 1.2
CN1C(=O)N(c2cccc3ccccc23)C(n2cncn2)C1(C)C (configuration not stated) | 2 | 4 | 5 | 1 | -2 | -0.7 | -6 | -8 | 1.0
O=C(CN1CCN(Cc2ccccc2)CC1)NNC(=O)c1ccc(Cl)cc1 | 3 | 3 | 1 | 10 | 5 | 0.6 | -3 | 0 | 0.0
